# From PubChem
# NPY-Y2 antag: antagonists of human neuropeptide Y receptor Y2. P49146. NPY-Y2 expressing cells, antagonist mode. inhibition, % at 2.7 µM. hit rate 0.99% among 140,000. AID 793; in the data active = inhibition above about 17%;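 note: 0% = vehicle with agonist challenge and 100% = reference antagonist with challenge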
# Target sequence (P49146 whole entry, looked up): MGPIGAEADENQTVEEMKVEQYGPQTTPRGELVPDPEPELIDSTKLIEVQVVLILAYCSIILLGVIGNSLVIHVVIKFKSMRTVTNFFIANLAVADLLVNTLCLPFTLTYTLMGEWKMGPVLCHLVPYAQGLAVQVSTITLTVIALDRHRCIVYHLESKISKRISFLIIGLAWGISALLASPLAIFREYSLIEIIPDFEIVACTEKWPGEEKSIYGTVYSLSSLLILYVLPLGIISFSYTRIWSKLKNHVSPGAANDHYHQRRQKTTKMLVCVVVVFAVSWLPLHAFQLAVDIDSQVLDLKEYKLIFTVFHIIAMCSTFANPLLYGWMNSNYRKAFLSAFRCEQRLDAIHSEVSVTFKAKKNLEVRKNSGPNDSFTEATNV
# Yeast life ext: yeast lifespan extension. S. cerevisiae growth with nicotinamide, OD615; deaD strain in restrictive glucose medium. inhibition of the nicotinamide effect, % at 10 µM. hit rate 0.68% among 130,000. AID 775;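 active = inhibition above a set limit, placed 3 SD over the median of all compounds, cut at about 26% in these data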;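 note: 0% = nicotinamide-treated wells and 100% = cells grown without nicotinamide; some compounds called inactive have numbers as strong as hits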
#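 Material: Modified budding yeast, DeaD strain | Medium: Restrictive glucose medium | Probe or stimulus: 1.5 mM nicotinamide | Dosing: Single dose 10 µM compound, 0.25% DMSO | Times: 48 h at 30 °C | Technique: OD615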
# HCT116 PTEN-null: growth suppressors of cells with PTEN tumor suppressor deletion; HCT116 PTEN-null viability, CellTiter-Glo, 60 h; stronger effect = lower value; viability, % at 10 µM; hit rate 1.2% among 140,000; AID 827;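 active = viability at or below a set limit, 4 SD under the median of all tested compounds, cut at about 3.7% in these data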;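 note: PTEN knockout HCT116 line with beta catenin targeted HCT116 as companion control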
# MRP1 act: activates MRP-1. viability increase, % at 10 µM. H69AR cells + doxorubicin, viability rescue, CellTiter-Glo. hit rate 0.61% among 140,000;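 active = viability gain under doxorubicin at or above a set limit, the compound median plus 3 SD, cut at about 4.7% in these data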;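 note: MRP-1 overexpressing cells given doxorubicin 25 µM after compound pretreatment; 18-22 h compound pretreatment then 72 h with doxorubicin before readout; 0% = doxorubicin-only wells and 100% = vehicle-treated cells without doxorubicin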
# Measles CPE: protection of cells from measles virus | Measles virus-infected cells, CPE protection, absorbance | protection (pct of control), % at 4 µM | hit rate 1.5% among 140,000; in the data active = protection mostly above about 24%, no sharp cut-off; inactive = mostly below about 26%; note: some compounds called inactive have numbers as strong as hits
# BB579 growth dn: chemicals that inhibit yeast BB579 growth in restrictive medium (lifespan-shortening candidates); S. cerevisiae BB579 growth, OD615, 48 h; inhibition, % at 10 µM; hit rate 0.51% among 140,000;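 active = inhibition above a set limit, 3 SD over the mean compound inhibition, cut at about 44% in these data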; note: inactives centre near -24
#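 controls = amphotericin B 10 µg/mL, positive | assay system = DeaD yeast strain BB579 | schedule = 48 h compound exposure at 30 °C after 4 h preincubation | detection = OD615 turbidity measurement | medium = restrictive CSMM-D medium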
# Phagocyt inh: blocks phagocytosis by macrophages; J774A.1 macrophage IgG-bead phagocytosis, imaging; inhibition, % at 5 µM; hit rate 0.07% among 110,000;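 active = inhibition above the mean of the plate negative controls plus 5 SD, cut at about 13% in these data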;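 note: phagocytic index as fraction of beads internalized from green versus red external bead signal; plate controls were DMSO negative control for no effect and cytochalasin-D positive control for full effect; some results beyond the cut were filed as inactive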
# GALR2 blocker: blocks the human galanin receptor 2; AID 828; GALR2-expressing cells, antagonist mode; O43603; inhibition, % at 4 µM; hit rate 0.39% among 140,000; in the data active = inhibition above about 27%;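 note: cells stimulated with galanin 1-16 at roughly its EC80; 0% = agonist challenge control and 100% = basal control without agonist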
# Target sequence (O43603 whole entry, looked up): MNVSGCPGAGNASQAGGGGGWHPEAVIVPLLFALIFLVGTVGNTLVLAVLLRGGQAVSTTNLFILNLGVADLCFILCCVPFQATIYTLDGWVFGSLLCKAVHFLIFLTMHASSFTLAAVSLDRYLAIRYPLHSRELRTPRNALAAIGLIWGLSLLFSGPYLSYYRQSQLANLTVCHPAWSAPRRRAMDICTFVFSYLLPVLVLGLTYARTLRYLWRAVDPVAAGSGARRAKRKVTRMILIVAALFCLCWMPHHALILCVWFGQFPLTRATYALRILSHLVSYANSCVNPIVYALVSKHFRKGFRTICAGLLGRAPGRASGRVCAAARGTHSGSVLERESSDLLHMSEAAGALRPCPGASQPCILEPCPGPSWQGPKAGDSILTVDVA
# bCat KO growth: beta-catenin-lacking colon tumor cell growth suppression | hit rate 1.5% among 140,000 | HCT116 beta-catenin knockout viability, CellTiter-Glo, 60 h; stronger effect = lower value | viability, % at 10 µM;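 active = viability at or under a set limit, the compound median less 4 SD, cut at about 6% in these data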;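 note: 0% = Hyamine 1622 control at 20 µM and 100% = untreated cell control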
# E-sel TNF inh: TNF alpha driven E-selectin expression inhibition; HUVEC TNFa-induced E-selectin immunofluorescence, high content; inhibition, % at 2 µM; hit rate 0.71% among 120,000; AID 1246;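 active = inhibition above the batch mean plus 3 SD, and confirmed as a hit on visual image review, cut at about 43% in these data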;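 note: 0% = TNF-stimulated DMSO wells and 100% = unstimulated control wells; not every result past the cut was called active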
# An asterisk follows results filed as active; / = not tested or not shown; & = joins results of further samples.
entry	structure	NPY-Y2 antag	Yeast life ext	HCT116 PTEN-null	MRP1 act	Measles CPE	BB579 growth dn	Phagocyt inh	GALR2 blocker	bCat KO growth	E-sel TNF inh
1	O=C(COc1ccccc1Cl)Nc1ccc(Cl)cn1	3	-9	97	-4.4	15	-44	1	19	96	-11
2	Fc1cc(Br)ccc1NC(=S)Nc1ccccc1	0	-5	104	-2.3	1	-7	7	-8	92	34
3	Cc1ccccc1OCC(O)Cn1c(=N)n(CCN2CCOCC2)c2ccccc21 (centres undefined)	28*	-12	67	-1.4	6	-20	3	-6	62	-19
4	Cc1cccc(OCC(O)Cn2c(NCCCOC(C)C)nc3c2c(=O)[nH]c(=O)n3C)c1 (centres undefined)	1	-2	96	-2.1	21	-40	-1	-5	98	/
5	Cc1ccc(S(=O)(=O)N(C)C)cc1NC(=O)COC(=O)CCC(=O)c1ccc(F)cc1	1	-2	107	0.9	3	-34	-7	1	93	15
6	COc1ccc(OC2C(=O)N(Cc3ccc4c(c3)OCO4)C2c2sccc2C)cc1 (centres undefined)	9	-18	66	-3.5	20	-51	0	4	77	-53
7	COc1cc(CN2CCN(c3cccc(Cl)c3)CC2)cc(OC)c1OC	5	/	27	-3.2	4	-4	/	1	32	11
8	COc1cnn(-c2ccc(C)cc2)c(=O)c1SCc1ccccc1	5	0	87	0.2	12	-19	-1	-3	99	-20
9	CC(C)NC(=S)Nc1ccc(S(=O)(=O)Nc2ncccn2)cc1	3	3	107	-2.1	19	-36	-4	18	92	/
10	CC1CC(C)CN(CC(=O)N2CCCc3c2c(=O)oc2ccc(OCc4ccccc4)cc32)C1 (centres undefined)	1	-17	13	-4.5	5	-17	0	-9	3.5*	/
11	COC(=O)c1cnc2c(c1C(=O)OC)c(=O)n(C)c(=O)n2C	1	-2	99	-0.9	19	6	-3	-4	89	/
12	Cc1ccc(-c2nnc(NCc3nc4ccccc4[nH]3)c3ccccc23)cc1S(=O)(=O)N(C)C	1	7	63	-3.3	24	2	-1	5	61	/
13	O=c1c2ccccc2nnn1CSc1ccc2c(c1)OCCO2	6	-11	95	0.9	5	-27	/	-7	97	-56
14	Cc1nc(SCc2cccc(F)c2)[nH]c(=O)c1C#N	11	-3	96	-1.6	10	-21	1	1	88	/
15	O=C(Cc1cccs1)NCCn1ccc2ccccc21	2	-10	92	-2.6	11	-14	0	5	86	6
16	O=C(Nc1ccc(Cl)cc1)C1CCC(=O)N1Cc1ccccc1Cl (centres undefined)	0	-13	89	-0.9	6	-4	1	7	92	5
17	N#Cc1c(NC(=O)CSc2nnc(-c3ccccc3)o2)sc2c1CCCC2	12	-12	108	0.8	7	-66	0	3	106	-16
18	CCOC(=O)c1nc(C)[nH]c1C(=O)OCC	0	3	103	0.2	12	-13	-2	-5	103	/
19	O=C(Nc1ccc(-n2cnnn2)cc1)C1CCCN1C(=O)NC1CCCCC1 (centres undefined)	1	-3	97	-2.2	3	-48	0	12	92	-15
20	COCCn1c(SCC(=O)c2ccc3c(c2)OCCO3)nnc1-c1ccoc1C	1	-9	92	-4.0	20	-9	3	-8	90	-44
21	O=C(NCc1cccs1)C1CCN(S(=O)(=O)c2cccc3nsnc23)CC1	3	-22	91	-2.1	3	0	/	-7	110	/
22	Cn1c(=O)c2c(ncn2CC(=O)Nc2ccc(Cl)cc2Cl)n(C)c1=O	4	-2	86	-0.2	10	-20	5	6	92	-9
23	CC1(C)OC(=O)C(=C2CCCN2)C(=O)O1	5	-4	93	-3.6	25	-42	-2	-5	100	8
24	COCCOC(=O)C1=C(C)NC2=C(C(=O)CC(C)(C)C2)C1c1ccc2c(c1)OCO2 (centres undefined)	0	-1	101	-0.3	4	-13	-1	-11	97	/
25	Cc1ccc(-c2cc(C(=O)NCc3cnn(C)c3C)c3cc(Br)ccc3n2)cc1	1	-15	25	-0.7	5	-30	-1	-16	19	-13
26	CCOC(=O)CSc1nc2c(c(=O)n(C)c(=O)n2C)n1CCCc1ccccc1	2	-7	94	-0.7	2	-63	-1	10	92	9
27	CCOC(=O)c1cc2c(=O)[nH]ccc2nc1C	1	-24	90	-0.7	34	-32	-2	0	100	2
28	COc1ccc(C(=O)Nc2ccc(S(=O)(=O)NC(C)=O)cc2)cc1	2	-9	103	-1.3	32	-57	/	0	96	1
29	CCCCCNC(=O)Cc1ccc(OC)cc1	20*	-5	96	-0.7	12	-20	1	7	91	-38
30	COc1ccc(-c2cn(-c3ccc(OC)cc3)c(=S)[nH]2)cc1	1	-4	99	2.2	10	-16	0	3	91	/
31	O=C(OCc1nc2ccccc2[n+]([O-])c1C(=O)c1ccccc1)c1cccs1	3	-4	103	-1.5	6	2	/	11	94	/
32	CC(C)(C)C(=O)Cn1c(NCCO)nc2ccccc21	2	/	98	-2.4	5	-34	/	-8	90	-14
33	Oc1ccc(/C=N/NC2=NCCCCC2)c(O)c1	4	-13	86	-0.5	2	-12	1	11	95	12
34	CN(C)/C=N/c1sccc1C(N)=O	3	-12	97	-0.2	6	-50	0	-4	97	-27
35	COc1ccc(-c2nn(C)c(=O)c3ccccc23)cc1CNS(C)(=O)=O	1	-9	86	-1.6	5	-51	-1	-9	78	-3
36	Cc1cccc(C(=O)O/N=C/c2c(N3CCOCC3)n(C)c3ccccc23)c1	-1	-20	16	-4.5	32*	53*	-1	12	33	-30
37	COCCN1CCc2c(C)nc3c(-c4ccc(OC)c(OC)c4)cnn3c21	-2	-4	89	-1.8	6	-21	-1	1	84	/
38	CCCCN(C(=O)CCC(=O)Nc1cc(C)on1)C(C(=O)NC(C)(C)C)c1cccc(OC)c1OC (centres undefined)	4	/	85	-3.5	21	-14	/	-1	86	21
39	O=C(CSc1nc2ccccc2c(=O)n1-c1ccc(F)cc1F)Nc1ccc2c(c1)CCC2	3	2	69	-2.2	14	-38	-2	20	76	-16
40	N#CCSc1nnc(-c2cnccn2)n1Cc1ccccc1	1	/	91	-1.4	17	-9	/	-1	88	10
41	COc1ccc(C2NC(=S)NC(C)=C2C(=O)Nc2ccccn2)cc1OC (centres undefined)	1	-1	100	-1.8	4	-29	7	1	102	/
42	Cc1ccc(C(CC(=O)c2ccco2)SCCO)cc1 (centres undefined)	0	-6	5	-5.4	11	-35	/	7	5.5*	-6
43	COC(=O)c1cc(COc2ccc3oc(C)c(C(=O)OC(C)C)c3c2)c(C)o1	4	5	71	0.3	7	-32	1	-8	68	0
44	Cc1ccc(S(=O)(=O)NCCOC(=O)Nc2sc(=S)n(C)c2C)cc1	-1	-16	90	-4.5	46	-3	-2	-14	101	6
45	Cc1ccc(S(=O)(=O)N(C)Cc2ccc(C(=O)NN=C3C4CC5CC(C4)CC3C5)cc2)cc1	0	-1	100	-2.4	18	8	-7	-7	88	6
46	CCC(CC)C(=O)Nc1cc(C)c2c(=O)oc3ccccc3c2n1	/	-11	54	-3.3	16	4	0	/	61	/
47	Cc1ccc(S(=O)(=O)N2CCC(=O)N(CCO)CC2)cc1	-1	2	101	-0.9	5	-33	/	-21	87	2
48	CNC(=O)COC(=O)c1cc(F)c(F)cc1Cl	0	-3	108	0.1	4	-29	-2	-1	96	3
49	COCCN(C(=S)Nc1c(C)cccc1C)C(C)c1cccnc1 (centres undefined)	0	2	99	-1.6	11	-17	-11	11	92	-3
50	O=C(NCc1ccco1)C1CCCN(S(=O)(=O)c2cccc3nonc23)C1 (centres undefined)	0	-19	97	-1.9	10	-26	-1	-21	98	4

# Additional results:
entry	structure	NPY-Y2 antag	Yeast life ext	HCT116 PTEN-null	MRP1 act	Measles CPE	BB579 growth dn	Phagocyt inh	GALR2 blocker	bCat KO growth	E-sel TNF inh
51	CCOc1ccc(NC2c3ccccc3C(=O)N2Cc2ccc3c(c2)OCO3)cc1 (centres undefined)	2	-7	72	-0.5	5	-42	0	11	72	/
52	COc1ccc2cnnc(SCC(=O)Nc3ccc(C(=O)O)cc3)c2c1OC	7	0	85	0.0	7	-17	-9	-5	91	/
53	C#CCOCCOCCOCCNc1nc(N2CCN(C(=O)Cn3cc(CC(C)O)nn3)CC2)nc(N2CCN(C(=O)[C@H](C)n3cc(CCCN=C(N)N)nn3)CC2)n1 (some centres undefined)	1	10	99	-0.5	9	-34	/	-2	102	-17
54	O=C(O)CSc1nnc(-c2ccc(S(=O)(=O)N3CCCC3)cc2)n1Cc1ccco1	-3	-10	104	-0.1	4	10	-1	2	102	0
55	Cc1cccc(-n2c(C)cc(/C=C3/C(=N)N4C(c5ccccc5)=CSC4=NC3=O)c2C)c1	1	-1	78	0.3	/	-14	-7	5	75	/
56	O=C(CC1SC(=NC2CCCCC2)NC1=O)Nc1ccccc1 (centres undefined)	3	-19	89	-2.1	7	-2	/	-7	93	4
57	CCC1CCCCN1C(=O)COC(=O)c1n[nH]c2ccccc12 (centres undefined)	3	1	101&93	0.7	2	-41	0	0	104	24
58	CCOC(=O)c1c(N2C(=O)C3CC(C)=C(C)CC3C2=O)sc(C)c1C (centres undefined)	-1	7	83	-2.3	18	-6	2	-18	100	15
59	O=C(NN1CCOCC1)c1ccc(Cl)cc1	1	-3	97	-0.2	12	0	4	-9	94	/
60	Cc1cccc(NC(=O)Cc2noc3ccccc23)c1	4	/	91	-2.5	12	-50	/	-7	95	14
61	COc1cc(NC(=O)CSc2nccc(C)n2)c(C)cc1[N+](=O)[O-]	2	-4	95	-2.5	10	-38	/	3	98	-7
62	Cc1cc(NC(=O)CSc2nnc(-c3c[nH]c4ccccc34)n2-c2ccc(Cl)cc2)no1	3	-6	95	-3.5	2	-18	-1	-6	93	-12
63	Cc1csc2nc(CNS(=O)(=O)N(C)C)cn12	-1	-9	93	-2.2	17	10	0	14	95	34
64	O=C(CSc1nnc(CCCN2C(=O)c3cccc4cccc(c34)C2=O)n1-c1ccccc1)N1CCCCC1	3	2	71	0.6	13	-19	-3	0	71	-6
65	O=C(Nc1ccc2c(c1)OCO2)c1cccc(S(=O)(=O)N2CCCC2)c1	0	-10	89	-1.0	26	-62	/	12	90	-14
66	CCCC(=O)Nc1ccc2c(c1)nc(CN1CCCC1)n2C	-3	-5	108	-0.1	5	-47	0	-5	97	22
67	O=C(Nc1ccc2c(c1)nc1n2CCOC1)c1ccccc1	3	11	86	1.3	3	2	0	2	91	/
68	CCc1ccc(NC(=O)c2noc3c2CCC3)cc1	2	-27	82	-1.2	22	-46	0	-18	81	1
69	O=C1NCC(COCc2ccco2)O1 (centres undefined)	1	-8	99	-1.2	17	-28	2	1	105	1
70	O=C(COc1ccc(N2C(=O)c3ccccc3C2=O)cc1)c1ccccc1	2	3	99	-1.3	20	5	-9	3	98	/
71	Cc1ccc(C(=O)NNC(=O)CCC(=O)Nc2cccc(Cl)c2C)cc1	2	3	97	1.6	4	-17	-7	8	97	/
72	CN(Cc1ccccc1)c1ccc2nnc(-c3ccccc3)n2n1	5	-4	63	-4.1	5	4	/	1	68	-10
